RGS4 inhibitor = human RGS4 inhibition; Transcreener GDP fluorescence polarization, RGS4-accelerated GTP hydrolysis; Potency, µM (doses to about 114 µM), without a hit: top-dose activity change, negative = inhibition, hits mostly inhibitors; P49798; 390,000 tested, 0.039% active; further: on the % scale 0 is the no-effect control and ±100 the full control effect; nearly all actives have a fitted effect of over 75% in size; some results filed as inactive show a strong effect at the top dose
Target sequence (P49798 whole entry, looked up): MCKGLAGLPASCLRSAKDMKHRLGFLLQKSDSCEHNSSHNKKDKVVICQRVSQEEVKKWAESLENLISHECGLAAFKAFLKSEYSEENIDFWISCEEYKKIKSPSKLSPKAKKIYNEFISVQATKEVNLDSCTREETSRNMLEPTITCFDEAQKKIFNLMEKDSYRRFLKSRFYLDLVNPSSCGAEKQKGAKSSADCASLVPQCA
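MLSMR compounds (23 nl, pin-transferred) preincubated 10 min at room temperature with a 500nM (2x) first reagent, then RGS4 at 900nM (2x) plus Transcreener GDP mix added; fluorescence polarization (620/688 nm) read before and after 90 min at 30 °C.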
GLS inhibitor = glutaminase GLS (human) inhibition | O94925 | GLS enzymatic activity, qHTS titration | Potency, µM (highest dose often 45.5 µM), for inactives: top-dose activity change, negative = inhibition, usual class: inhibitors | 410,000 tested, 0.21% active | AID 624170; further: on the % scale 0 is the no-effect control and ±100 the full control effect
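hKGA in 45 mM KH2PO4 (pH 8.2), 0.02% Tween-20 with compound, then 1mM L-Glutamine (stock as added) plus glutamate oxidase/HRP/Amplex red coupling mix. Fluorescence read initially and after 30 min at RT; signal change reflects glutamate formation.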
Pin1 inh = inhibitors of human Pin1; Q13526; Pin1 FP peptide displacement, HiFluor488, 10 min; Potency, µM (titrated, usually from 115 µM), for the others: top-dose activity, negative = inhibition, most hits filed as inhibitors; 390,000 tested, 0.009% active; active means well fitted inhibition curve with a large enough effect in the polarisation, with a control signal flat, not every such curve was filed as active; inconclusive means small, poorly fitted or top-dose-only effect, or effect the other way, or a change in a side signal; inactive means no such curve, though single readings can be large or run the other way; the % refers to the polarisation; further: on the % scale 0 is the no-effect control and ±100 the full control effect
Target sequence (Q13526 whole entry, looked up): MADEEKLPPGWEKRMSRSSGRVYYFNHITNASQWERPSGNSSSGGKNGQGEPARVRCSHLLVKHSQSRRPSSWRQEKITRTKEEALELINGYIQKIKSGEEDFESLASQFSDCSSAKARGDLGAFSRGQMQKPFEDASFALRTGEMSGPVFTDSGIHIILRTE
12-LOX inh = blocks human arachidonate 12S-lipoxygenase. purified 12hLO, xylenol orange hydroperoxide absorbance. Potency, µM (titrated, usually from 108 µM), for inactives: at the highest dose activity change, negative = inhibition, actives largely listed as inhibitors. 580,000 tested, 1.1% active. AID 1671190; further: on the % scale 0 is the no-effect control and ±100 the full control effect
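Purified human 12hLO at 150 nM in 25 mM Hepes, 0.01% Triton X-100, pH 7.0, preincubated 15 min at room temperature with compound. Reaction started with 40 uM arachidonic acid, 30 min at room temperature. Hydroperoxide measured by Fe-xylenol orange, 573/405 nm absorbance ratio.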
ERG Ets-DNA blk = inhibitors of human ERG Ets domain-DNA interaction. P11308. 370,000 tested, 0.028% active. Potency, µM (doses to about 76.9 µM), without a hit: at the highest dose FP activity, negative = inhibition, hits mostly inhibitors. fluorescence polarization, His-ERG Ets domain / labelled DNA; active means well fitted inhibition curve with a large enough effect in the polarisation, with a control signal flat; inconclusive means small, poorly fitted or top-dose-only effect, or effect the other way, or a change in a side signal; inactive means no such curve, though single readings can be large or run the other way; the % refers to the polarisation;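 further: polarization taken with two DNA probes labelled with fluorescein and Texas red; % of control where 0% means no effect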
Target sequence (P11308 whole entry, looked up, the tested form may be a part): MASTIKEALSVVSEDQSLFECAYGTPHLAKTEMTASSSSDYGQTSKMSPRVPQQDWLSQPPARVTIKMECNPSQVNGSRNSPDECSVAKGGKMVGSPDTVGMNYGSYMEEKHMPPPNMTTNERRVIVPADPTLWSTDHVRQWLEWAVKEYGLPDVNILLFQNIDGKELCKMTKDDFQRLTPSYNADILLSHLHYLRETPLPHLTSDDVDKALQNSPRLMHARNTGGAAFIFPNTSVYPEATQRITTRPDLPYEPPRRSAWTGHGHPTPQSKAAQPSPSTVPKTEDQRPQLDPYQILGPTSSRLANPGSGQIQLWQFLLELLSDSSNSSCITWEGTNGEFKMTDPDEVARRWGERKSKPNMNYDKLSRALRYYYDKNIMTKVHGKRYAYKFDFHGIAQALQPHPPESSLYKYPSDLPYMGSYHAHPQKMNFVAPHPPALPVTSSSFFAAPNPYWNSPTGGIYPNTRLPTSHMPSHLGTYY
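His-tagged ERG Ets domain (1 uM in the protein solution; 300mM KCl, 50mM Tris-HCl, 1mM EDTA, 1mM DTT, pH 7.5) received compound, then a probe mix of 5 nM fluorescein-DNA and 100nM Texas-615-DNA. Fluorescence polarization was read for both dyes.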
PGK inhibitor = blocks T. brucei phosphoglycerate kinase. PGK/GAPDH coupled, Kinase-Glo luminescence, 60 min. Potency, µM (highest dose often 57.5 µM), inactives show at the highest dose activity change, negative = inhibition, actives largely listed as inhibitors. P07378. 380,000 tested, 0.043% active. AID 602233; further: on the % scale 0 is the no-effect control and ±100 the full control effect; nearly all actives have a fitted effect of over 60% in size
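Luminescent ATP detection (Kinase-Glo Plus) follows a 60-minute room-temperature incubation, with wells lacking PGK as controls. Buffer: 100 mM TEA (pH 7.6), 5 mM MgCl2, 0.01% Tween-20. Coupling enzyme GAPDH (100 nM final) supplies unstable 1,3-BPG in-well.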
JMJD2A Tudor inh = JMJD2A Tudor domain (human) inhibition | O75164 | AlphaScreen JMJD2A-Tudor / H3K4me3 peptide binding | Potency, µM (doses to about 114 µM), inactives show at the top dose activity change, negative = inhibition, usual class: inhibitors | 390,000 tested, 4.4% active | AID 504339; further: on the % scale 0 is the no-effect control and ±100 the full control effect; nearly all actives have a fitted effect of over 50% in size
HP1b binding inh = HP1-beta chromodomain-methylated histone interaction inhibition; P83916; AlphaScreen HP1-beta / biotin-H3K9me3 peptide binding; Potency, µM (titrated, usually from 114 µM), inactives show at the highest dose activity change, negative = inhibition, actives largely listed as inhibitors; 390,000 tested, 0.56% active; further: nearly all actives have a fitted effect of over 70% in size; inactives centre near 23
Target sequence (P83916 whole entry, looked up): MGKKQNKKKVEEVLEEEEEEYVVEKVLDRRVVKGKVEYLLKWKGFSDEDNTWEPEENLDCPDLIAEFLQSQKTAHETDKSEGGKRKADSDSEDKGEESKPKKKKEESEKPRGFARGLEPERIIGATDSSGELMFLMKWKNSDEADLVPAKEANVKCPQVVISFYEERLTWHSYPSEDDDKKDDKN
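Compound inhibition of the preformed complex between 50 nM HP1-beta and 50 nM biotinylated H3K9me3 peptide was read by AlphaScreen. Buffer was PBS pH 7.4 with 0.01% Tween-20. Incubations ran 30 min at room temperature, with 10 ug/mL donor/acceptor beads.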
rTrxR1 inhibitor = rat TrxR1 inhibition | AID 588453 | Potency, µM (top dose mostly 114 µM), for inactives: at the top dose activity change, negative = inhibition, hits mostly inhibitors | O89049 | 390,000 tested, 1% active | recombinant rTrxR1, NADPH fluorescence consumption, selenite substrate; further: on the % scale 0 is the no-effect control and ±100 the full control effect; nearly all actives have a fitted effect of over 65% in size
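Rat TrxR1 (90 nM in the dispensed reagent) was pre-reduced with 400 uM NADPH for 5 min at room temperature, then incubated with compound for 15 min. After 400 uM selenite was added, NADPH fluorescence (Ex 340/Em 450 nm) was followed for 8 min.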
The depositor's hits bear a star; i = inactive; ? = inconclusive; . = no result given; & = joins results of further samples; [ ] = dose if it differs, or a comment. Unless noted, the call rests on the fitted dose curve; in most records, active means well fitted curve in the direction sought with a large enough effect; inconclusive means small, poorly fitted or top-dose-only effect, or another doubt; inactive means no such curve, though single readings can be large; an effect the other way counts as inactive or inconclusive. Potency means the concentration at half of the fitted maximal effect. A portion of the library; rates above refer to the full screens.

Values in the order: RGS4 inhibitor | GLS inhibitor | Pin1 inh | 12-LOX inh | ERG Ets-DNA blk | PGK inhibitor | JMJD2A Tudor inh | HP1b binding inh | rTrxR1 inhibitor
COc1ccc(Cn2c(C(=O)O)c(CNCc3ccc(C)o3)c3ccc(OC)cc32)cc1
  -3% | 17% | -5% | -12% | -4% | -4% | ? | -24% | -4%
CC(C)(C)C(=O)NC(=S)N1CCOCC1
  -26% | -5% | -7% | -4% | -15% | -7% | -1% | 52%[activator] | -5%[57.1 µM]
Cc1cc(NC(=O)COC(=O)[C@@H](NS(=O)(=O)c2ccc(Br)cc2)C(C)C)no1
  -3%[11.4 µM] | 1% | 1% | 17% | -7% | -4% | -7%[11.4 µM] | 53%[activator] | 7%
CCCS(=O)(=O)N1CCN(c2cc3c(cc2[N+](=O)[O-])n(C)c(=O)n3C)CC1
  -47% | -1% | -6% | ? | -8% | -2% | 0%[57.1 µM] | 40%[activator] | 27%[57.1 µM]
COc1ccc(C(CC(=O)O)NC(=O)c2ccccc2)cc1OC (configuration not stated)
  -22% | -1% | -7% | -5% | 6% | -1% | -3% | 27% | -16%
CCOc1ccc2nc(COC(=O)c3ccco3)c(C(C)=O)[n+]([O-])c2c1
  -4% | 15% | -3% | 8% | 3% | -9% | -13% | 10% | 0%[57.1 µM]
CC(C)C(NC(=O)c1ccccc1)C(=O)OCC(=O)N1CCN(c2ccccc2)CC1 (configuration not stated)
  -3% | 14% | 1% | 178%[activator] | -3% | i | -27% | 26% | 11%
CCc1cccc(NC(=O)C2CCN(S(=O)(=O)c3cccs3)CC2)c1
  -25% | -6% | 8% | -31% | -8% | i | -2% | 26% | 16%[57.1 µM]
O=C(Nc1ccccc1)NC(Cc1ccc(O)cc1)C(=O)O (configuration not stated)
  5% | 18% | 3% | -14% | 11% | 3% | -3% | 48%[activator] | 0%
COc1ccc(OC)c(N(CC(=O)Nc2ccccc2)S(C)(=O)=O)c1
  1% | 7% | -12% | -8% | . | . | -12% | 33% | 31%
CC(C)CC(=O)Nc1ccc(C(=O)Nc2cccc(O)c2)cc1
  -11% | 21% | -1% | -8% | 3% | -3% | -10% | 26% | 1%
CC1CCN(S(=O)(=O)N2CCC(C(=O)O)CC2)CC1
  17% | 5% | -16% | 13% | 0% | -8% | -17% | 18% | -8%
O=C(O)/C=C/C(=O)NC1CCC(CC2CCC(NC(=O)/C=C/C(=O)O)CC2)CC1 (configuration not stated)
  -28% | 12% | 6% | -2% | -3% | -21% | 3% | 48%[activator] | 24%[57.1 µM]
CC(C)Oc1ccc(C2NC(=O)c3ccccc3O2)cc1 (configuration not stated)
  22% | 0% | 2% | 10% | 20% | -9% | -8% | 28% | 5%[57.1 µM]
O=C(Nc1cc(C(F)(F)F)ccc1N1CCOCC1)c1ccccc1
  -3% | -22% | -4% | 0% | -9% | -7% | -4% | 32% | 16%
CN(CC(=O)Nc1cccc(Cl)c1)C1=NS(=O)(=O)c2ccccc21
  -3% | -8% | 0% | ? | -7% | i | -12% | 17% | 7%[57.1 µM]
Cc1ccc(NC(=O)CN2C(=O)CSc3ccc(S(=O)(=O)N(C)C)cc32)cc1C
  0% | -18% | 10% | -16% | 4% | i | -24% | -12% | 19%[57.1 µM]
COc1ccc(OC)c(N2C(=NC(=O)C3CCCCC3)SC3CS(=O)(=O)CC32)c1 (configuration not stated)
  -13% | -12% | -2% | 1% | 4% | -4% | -15% | 27% | -6%
COc1cc(NC(=O)CSc2ncnc3sc4c(c23)CCCC4)c(C(=O)O)cc1OC
  -50% | 5% | -7% | 7% | 1% | -9% | -17% | -5% | 2%
O=c1[nH]c2ccc(S(=O)(=O)N3CCN(Cc4ccccc4)CC3)cc2[nH]c1=O
  -32% | -10% | 5% | -27% | -2% | 1% | -4% | 27% | 6%
CN(C)NC(=O)c1ccsc1NC(=O)c1ccc(S(=O)(=O)N(C)C)cc1
  -10% | -13% | 4% | -1% | 8% | -6% | -4% | 35% | 12%[57.1 µM]
CCc1nnc(NC(=O)CSc2nnc(COc3ccccc3)n2Cc2ccccc2)s1
  -22% | -6% | 5% | -29% | 6% | -9% | -4% | 21% | -1%
CCc1ccc(NC(=O)Cn2c(=O)n(CCCC(=O)NCc3ccccc3OC)c(=O)c3ccccc32)cc1
  -7% | 16% | ? | -7% | 1% | -9% | -15% | 2% | 13%
COc1ccc(N=c2sc3ccccc3n2C)cc1
  -8% | -3% | -2% | 16% | . | . | 14% | 49%[activator] | 23%
COc1ccc(S(=O)(=O)N2CCC(C)CC2)cc1OC
  -6% | 0% | -1% | 1% | 0% | -4% | -10% | 29% | 13%
O=C(N/N=C/c1cccc(OCc2ccccc2)c1)c1ccc(Br)o1
  0% | -8% | -2% | 3% | -6% | 7% | -18% | 23% | 4%[57.1 µM]
Cc1[nH]n(-c2ccccc2)c(=O)c1C(c1ccccc1[N+](=O)[O-])C(C#N)C#N (configuration not stated)
  -46% | -13% | -10% | 0% | 20% | . | ? | 2% | ?
Cn1c(Cn2c(=O)sc3ccccc32)nnc1SCC(=O)NCc1ccccc1Cl
  -19% | 0% | 0% | 205%[activator] | 4% | 3% | -5% | 48%[activator] | 3%[57.1 µM]
COC(=O)c1nnn(CC(=O)NC(=O)Nc2ccc(F)cc2)c1C(=O)OC
  5%&-9% | -5%&7% | -3%&-1% | -26%&-10% | 2% | 5%&-1% | -9%&-3% | 24%&31% | 26%&-16%
COc1cc(OC)c(C(=O)N/N=C/c2ccoc2)cc1OC
  11% | 3% | -7% | 22% | 2% | -8% | -3% | 22% | -11%

5 compounds already listed, arranged by their value in JMJD2A Tudor inh, rising.
Values in the order: RGS4 inhibitor | GLS inhibitor | Pin1 inh | 12-LOX inh | ERG Ets-DNA blk | PGK inhibitor | JMJD2A Tudor inh | HP1b binding inh | rTrxR1 inhibitor
COc1ccc(OC)c(N2C(=NC(=O)C3CCCCC3)SC3CS(=O)(=O)CC32)c1 (configuration not stated)
  -13% | -12% | -2% | 1% | 4% | -4% | -15% | 27% | -6%
CN(CC(=O)Nc1cccc(Cl)c1)C1=NS(=O)(=O)c2ccccc21
  -3% | -8% | 0% | ? | -7% | i | -12% | 17% | 7%[57.1 µM]
CC(C)Oc1ccc(C2NC(=O)c3ccccc3O2)cc1 (configuration not stated)
  22% | 0% | 2% | 10% | 20% | -9% | -8% | 28% | 5%[57.1 µM]
CCc1nnc(NC(=O)CSc2nnc(COc3ccccc3)n2Cc2ccccc2)s1
  -22% | -6% | 5% | -29% | 6% | -9% | -4% | 21% | -1%
O=C(Nc1ccccc1)NC(Cc1ccc(O)cc1)C(=O)O (configuration not stated)
  5% | 18% | 3% | -14% | 11% | 3% | -3% | 48%[activator] | 0%

Further structures follow.
structure,RGS4 inhibitor,GLS inhibitor,Pin1 inh,12-LOX inh,ERG Ets-DNA blk,PGK inhibitor,JMJD2A Tudor inh,HP1b binding inh,rTrxR1 inhibitor
O=C(c1ccc2c3c(cccc13)CC2)C1CCCN(C(=O)c2ccc(=O)[nH]c2)C1 (configuration not stated),-40%,0%,7%,?,18%,-2%,?,-20%,-18%[57.1 µM]
Nc1ccc(S(=O)(=O)N2CCOCCOCCOCCOCCOCC2)cc1,19%,2%,1%,1%,4%,-1%,-14%,-9%,23%[57.1 µM]
O=C(COC(=O)c1cc2c(s1)CCC2)Nc1ccc(F)cc1,-29%,30%,?,?,-2%,?,14µM*,40µM*,14%[57.1 µM]
O=C(NC12CC3CC(CC(C3)C1)C2)c1cccc([N+](=O)[O-])c1,11%,-3%,5%,0%,-9%,-11%,-25%,10%,22%
O=C(CS(=O)(=O)c1cn(CC(=O)N2CCOCC2)c2ccccc12)NCc1ccccc1,1%,3%,6%,459%[activator],1%,3%,-3%,48%[activator],11%
O=C(c1ccc2ccccc2c1)N1CCCC1,25%,5%,-7%,29%,4%,-4%,-2%,9%,18%[57.1 µM]
Cc1cc[n+](CC2OCc3ccccc3CO2)cc1,-12%,2%,2%,-2%,-4%,-3%,13%,44%[activator],19%
CCOC(=O)[C@H]1[C@H]2COc3ccc(Br)cc3[C@@H]2N2C(=O)c3c(C)cc(C)cc3NC(=O)[C@@]12C,-18%,4%,8%,-6%,3%,8%,-21%,29%,8%
COc1ccc(CNC(=O)NC2CCCCC2)cc1,19%,-9%,-2%,4%[57.4 µM],.,-12%,-4%,26%,10%
O=C(CN(c1ccc(Cl)c(C(F)(F)F)c1)S(=O)(=O)c1ccccc1)Nc1cccnc1,-1%,10%,10%,-15%,-3%,10%,-30%,-23%,-7%
O=C(CCc1ccccc1)Nc1ccnn1C1CCN(Cc2ccc(OCCO)cc2)CC1,-10%,-1%,-6%,6%,-4%,-8%,-10%,30%,13%

From PubChem BioAssay
